Source: PubChem BioAssay (several laboratories)
HTR1A agonist = agonists of human 5-HT1a serotonin receptor; CHO 5-HT1a Ga15 NFAT-bla reporter, FRET ratio; 0% basal, 100% maximal reference agonist; activation, % at 10 µM; hit rate 0.56% among 65,000;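 active = activation above the screen-wide mean activation plus 3 SD, cut at about 19% in these data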;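 note: 0% = DMSO wells and 100% = 5-CT at EC100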
Target sequence (P08908 whole entry, looked up): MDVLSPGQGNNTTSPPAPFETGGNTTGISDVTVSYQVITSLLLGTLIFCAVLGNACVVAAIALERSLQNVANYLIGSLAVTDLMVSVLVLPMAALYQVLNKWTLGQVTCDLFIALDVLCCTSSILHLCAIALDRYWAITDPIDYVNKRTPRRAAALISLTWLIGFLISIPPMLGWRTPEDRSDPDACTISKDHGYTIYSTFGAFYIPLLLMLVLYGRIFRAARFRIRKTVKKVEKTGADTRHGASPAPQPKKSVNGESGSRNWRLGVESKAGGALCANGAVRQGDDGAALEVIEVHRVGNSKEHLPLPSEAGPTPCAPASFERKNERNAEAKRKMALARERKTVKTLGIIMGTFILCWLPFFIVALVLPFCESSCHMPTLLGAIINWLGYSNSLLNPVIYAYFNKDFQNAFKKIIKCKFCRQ
MMP-13 inhibitor = blocks human MMP13 activity; P45452; MMP-13 fTHP FRET cleavage, Mca fluorescence; inhibition, % at 4 µM; hit rate 0.07% among 65,000;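 active = inhibition above the mean of compound-free control plate wells plus 3 SD, cut at about 14% in these data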;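 note: 0% = DMSO wells and 100% = wells with reference MMP-13 inhibitor after basal subtraction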
RORa activator = activators of human nuclear receptor RORA; P35398; CHO-K1 Gal4-RORA LBD luciferase reporter, luminescence; percent increase over mock-subtracted basal signal; activation, % at 10 µM; hit rate 1.5% among 65,000; AID 560;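 active = activation above the mean of all tested compounds plus 3 SD, cut at about 49% in these data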;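 note: 0% = DMSO-treated RORA cells and 100% = added signal equal to DMSO minus mock-transfected cells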
Target sequence (P35398 whole entry, looked up, the tested form may be a part): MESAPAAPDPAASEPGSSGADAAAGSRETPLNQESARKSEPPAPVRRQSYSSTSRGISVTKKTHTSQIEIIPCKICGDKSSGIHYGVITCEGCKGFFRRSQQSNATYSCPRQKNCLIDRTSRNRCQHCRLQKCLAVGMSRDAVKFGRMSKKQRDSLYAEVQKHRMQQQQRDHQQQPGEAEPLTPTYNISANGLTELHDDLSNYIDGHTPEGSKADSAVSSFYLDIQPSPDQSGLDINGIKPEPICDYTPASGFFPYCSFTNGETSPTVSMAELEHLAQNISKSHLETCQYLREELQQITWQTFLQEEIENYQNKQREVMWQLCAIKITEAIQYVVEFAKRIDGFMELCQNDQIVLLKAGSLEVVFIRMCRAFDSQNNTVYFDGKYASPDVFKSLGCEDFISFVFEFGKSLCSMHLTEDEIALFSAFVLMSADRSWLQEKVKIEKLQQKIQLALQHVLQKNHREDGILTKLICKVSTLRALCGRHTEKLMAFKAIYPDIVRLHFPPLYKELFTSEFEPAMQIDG
5HT1E antag = antagonists of human 5-HT1E serotonin receptor. P28566. CHO 5-HT1E Ga15 NFAT-bla reporter, FRET, antagonist. inhibition, % at 6 µM. hit rate 0.99% among 65,000. AID 571;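 active = inhibition above a set limit, the mean inhibition across every tested compound plus 3 SD, cut at about 29% in these data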;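 note: signal is the 460 over 535 nm emission ratio of beta-lactamase substrate; 0% = agonist plus DMSO wells and 100% = wells without agonist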
SF-1 act = SF-1 (human) activation; AID 522; Q13285; hit rate 1.9% among 65,000; activation, % at 10 µM; CHO-K1 Gal4-SF-1 LBD luciferase reporter; % increase over DMSO SF-1-specific signal;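 active = activation above the mean activation of all tested compounds plus 3 SD, cut at about 50% in these data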
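System: CHO-K1 cells with Gal4–hSF-1 LBD chimera plus Gal4-driven luciferase; quantity: 4,000 CHO-K1 cells per well; compound: one dose, 10 µM compound, 1% DMSO; times: 20 h compound treatment, 37 °C; measured by: SteadyLite luciferase luminescence; read-out: percent activation versus DMSO; benchmarks: DMSO and mock-transfected background; replicates: one test per compound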
5HT1E ag = activates the human 5-HT1E serotonin receptor; P28566; CHO 5-HT1E Ga15 NFAT-bla reporter, FRET; 0% DMSO wells, 100% control agonist wells; activation, % at 6 µM; hit rate 0.69% among 65,000; AID 574;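 active = activation above a set limit, the screen-wide mean activation plus 3 SD, cut at about 8.5% in these data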;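 note: 100% = positive control agonist at 1 µM giving full maximal response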
5HT1a antag = antagonists of human 5-HT1a serotonin receptor | inhibition, % at 10 µM | P08908 | hit rate 0.68% among 62,000 | AID 612 | CHO 5-HT1a Ga15 NFAT-bla reporter, antagonist mode;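 active = inhibition above the mean of all tested compounds plus 3 SD, cut at about 43% in these data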;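 note: receptor stimulated by 5-CT agonist at 100 nM near EC80; beta-lactamase reporter measured by ratiometric fluorescence of a cleavable substrate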
NADH enzymes = inhibitors of enzymes used to reach an NAD/NADH endpoint; coupled PK/LDH NADH assays, four targets; IC50, µM (top dose mostly 10 µM), for the others: at the top dose inhibition; hit rate 0.02% among 65,000; AID 774;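 active = single-dose screening hits from any of four coupled enzyme assays that gave an IC50 when retested across doses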;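 note: the DPM-DC format reads NADH fluorescence rather than 340 nm absorbance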
Ecoli tolC = growth inhibitors of E. coli BW25113 tolC mutant. OD615. growth inhibition, % at 10 µM (by protocol). hit rate 2.2% among 65,000. AID 573;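 active = growth inhibition at or above a cutoff equal to the mean over every tested compound plus 3 SD, cut at about 60% in these data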;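 note: growth measured after 20 h incubation at 37 °C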
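Doses: one dose of 10 µM final / Material: E. coli BW25113 ΔtolC::kan, tolC deletion mutant strain / Buffer or medium: LB with kanamycin 50 µg/mL / Evaluation: percent growth inhibition / Detection: optical density read at 615 nm / Incubation: 37 °C, 20 h exposure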
* hit, by the source's call; x = not tested or not shown; [ ] = another dose, or the depositor's remark.

A first look (13 entries):
SMILES	HTR1A agonist	MMP-13 inhibitor	RORa activator	5HT1E antag	SF-1 act	5HT1E ag	5HT1a antag	NADH enzymes	Ecoli tolC
CCOC(=O)N1CCC(NC(=O)Cn2ncc3ccccc32)CC1	-0.9	3	-6	4	2	-0.3	-2	4%	-11
COc1ccc(OC)c(CNc2nc3ccccc3n2CCN2CCCCC2)c1	-0.7	-1	-8	-1	-16	-0.4	29	3%	28
O=C(COC(=O)c1cccnc1)c1ccc(Cl)cc1	-2.2	0	0	-5	-9	0.7	19	4%	15
O=C(CCN1CCN(c2ccccc2)CC1)Nc1ccc2c(c1)OCO2	8.6	3	12	-3	-5	-0.6	83*	6%	-4
C=CCNc1oc(-c2ccc(OCC)cc2)nc1C#N	-1.2	-193[fluorescence artefact?]	-13	10	21	0.3	-19	2%[fluoresces]	15
CCSc1nnc(-c2cccc(S(=O)(=O)N(CC)CC)c2)n1Cc1ccccc1	0.8	1	9	1	14	-1.1	15	5%	28
Cc1ccccc1OCc1nnc(SCC(=O)NCc2ccccc2)n1C	-0.9	2	-1	5	-10	-0.1	12	3%	-8
CCCP(=O)(CC(=O)N(CC)CC)c1ccccc1 (centres undefined)	-2.6	0	2	8	-4	1.2	-6	0%	-16
O=C(Nc1ccc(Cl)cn1)c1cccc(F)c1	-0.9	5	105*	3	95*	0.1	-70	3%	3
Cc1ccc(C)c2[nH]c(=O)c(C(c3nnnn3CCc3ccccc3)N3CCOCC3)cc12 (centres undefined)	-1.4	-8	8	12	-2	0.3	13	6%	-6
CCc1noc(N)c1C(=O)Nc1ccc(F)c(Cl)c1	-1.1	-1	-12	7	0	-1.6	6	0%	-4
CCOC(=O)c1cc(NC(=O)c2cnccn2)cc(C(=O)OCC)c1	-3.6	2	16	8	5	-0.2	0	6%	-1
Cc1nc2sc(C#N)c(N)c2c2c1CCCC2	0.9	-96[fluorescence artefact?]	-7	-7	-5	-0.7	x	3%[fluoresces]	20

All compounds of this part, from the start:
SMILES	HTR1A agonist	MMP-13 inhibitor	RORa activator	5HT1E antag	SF-1 act	5HT1E ag	5HT1a antag	NADH enzymes	Ecoli tolC
CCOC(=O)N1CCC(NC(=O)Cn2ncc3ccccc32)CC1	-0.9	3	-6	4	2	-0.3	-2	4%	-11
COc1ccc(OC)c(CNc2nc3ccccc3n2CCN2CCCCC2)c1	-0.7	-1	-8	-1	-16	-0.4	29	3%	28
O=C(COC(=O)c1cccnc1)c1ccc(Cl)cc1	-2.2	0	0	-5	-9	0.7	19	4%	15
O=C(CCN1CCN(c2ccccc2)CC1)Nc1ccc2c(c1)OCO2	8.6	3	12	-3	-5	-0.6	83*	6%	-4
C=CCNc1oc(-c2ccc(OCC)cc2)nc1C#N	-1.2	-193[fluorescence artefact?]	-13	10	21	0.3	-19	2%[fluoresces]	15
CCSc1nnc(-c2cccc(S(=O)(=O)N(CC)CC)c2)n1Cc1ccccc1	0.8	1	9	1	14	-1.1	15	5%	28
Cc1ccccc1OCc1nnc(SCC(=O)NCc2ccccc2)n1C	-0.9	2	-1	5	-10	-0.1	12	3%	-8
CCCP(=O)(CC(=O)N(CC)CC)c1ccccc1 (centres undefined)	-2.6	0	2	8	-4	1.2	-6	0%	-16
O=C(Nc1ccc(Cl)cn1)c1cccc(F)c1	-0.9	5	105*	3	95*	0.1	-70	3%	3
Cc1ccc(C)c2[nH]c(=O)c(C(c3nnnn3CCc3ccccc3)N3CCOCC3)cc12 (centres undefined)	-1.4	-8	8	12	-2	0.3	13	6%	-6
CCc1noc(N)c1C(=O)Nc1ccc(F)c(Cl)c1	-1.1	-1	-12	7	0	-1.6	6	0%	-4
CCOC(=O)c1cc(NC(=O)c2cnccn2)cc(C(=O)OCC)c1	-3.6	2	16	8	5	-0.2	0	6%	-1
Cc1nc2sc(C#N)c(N)c2c2c1CCCC2	0.9	-96[fluorescence artefact?]	-7	-7	-5	-0.7	x	3%[fluoresces]	20
COC(=O)c1ccc2c(c1)C(=O)N(C1CCCCC1)C2=O	1.9	2	-11	-13	-14	0.7	-1	4%	-12
CCCC(=O)c1cc(F)c(N2CCN(CCC#N)CC2)cc1C	-1.1	3	0	-18	-17	0.3	6	9%	1
COc1ccc(C2C(C(=O)OCC(=O)N3CCCCC3)CCC(=O)N2c2ccc(OC)cc2)cc1 (centres undefined)	3.9	-1	-13	-4	12	-0.3	-5	5%	-2
Cc1ccc(C)c(/C(O)=C2\C(=O)C(=O)N(CCCN(C)C)C2c2cccnc2)c1 (centres undefined)	0.0	9	8	-11	-10	1.1	-7	7%	-24
Nc1c(S(=O)(=O)c2cccs2)c2nc3ccccc3nc2n1Cc1ccc2c(c1)OCO2	2.2	-128[fluorescence artefact?]	5	12	14	1.2	27	14%	52
CCOc1ccc2nc(NC(=O)c3ccc(S(=O)(=O)N4CCOCC4)cc3)sc2c1	4.1	-15	17	11	-2	-0.5	-5	1%	-17
Cc1ccc(N=C2NC(=O)CS2)c(C)c1	-2.8	4	8	0	9	-0.3	13	3%	-19
O=C(CSc1nnc(C2CC2)n1Cc1ccccc1)c1ccc(S(=O)(=O)N2CCOCC2)cc1	0.3	6	-5	-5	8	-1.3	2	2%	6
CCC(C)N1CC23C=CC(O2)C(C(=O)OC)C3C1=O (centres undefined)	1.0	6	-1	0	10	1.2	5	4%	-11
NC(=O)CSc1nnc(-c2cc3ccccc3o2)n1Cc1ccccc1	2.2	3	11	-2	-10	0.3	-6	11%	-7
CCCS(=O)(=O)c1nc(S(=O)(=O)c2ccc(C)cc2)c(N2CCCC2)s1	-3.2	2	-25	17	-19	-0.5	7	11%	11
CCOC(=O)C(CC)Sc1ncnc2c1nnn2-c1ccc(F)cc1 (centres undefined)	1.0	3	-24	-3	-2	-0.3	-3	3%	22
O=c1[nH]c(Cc2ccccc2)nc2c1oc1ccccc12	-0.5	-2	-20	-3	-10	-0.7	-21	8%	-4
CC(C)(C)n1nnnc1C(c1cccs1)N(Cc1ccccc1)Cc1cccnc1 (centres undefined)	-2.7	-1	-4	4	-8	-0.6	15	4%	80*
CSc1ccccc1C(=O)NCCSC(C)(C)C	-1.7	-1	-30	-3	1	0.2	-2	2%	-3
O=S(=O)(Nc1ccn(-c2ccccc2)n1)c1ccc(Br)cc1	-5.4	2	6	8	-11	-0.7	18	2%	14
CCCOC(=O)c1cccc(NC(=O)C(C)(C)C)c1	-1.3	5	20	1	-4	0.1	-10	4%	-3
Cc1[nH]c2ccc(Br)cc2c(=O)c1CN1CCCCC1	104*	-8	14	9	5	-1.8	7	4%	1
Cc1ccc(-n2c3c(cc(C(=O)O)c2=O)C(=O)CC(C)(C)C3)cc1	2.0	-2	16	-9	8	0.9	-10	2%	2
O=C(c1ccc(S(=O)(=O)N2CCOCC2)cc1)N1CCN(c2ccccc2)CC1	-2.9	-3	5	-3	-18	-1.4	1	8%	9
O=C(Nc1nccs1)C1CCN(S(=O)(=O)c2cnc[nH]2)CC1	-2.0	1	-17	0	15	0.5	-8	7%	-24
O=C(NCCCN1CCCC1=O)C1CCN(S(=O)(=O)N2CCOCC2)CC1	-4.2	-3	6	2	-5	-0.8	16	2%	-19
Cn1c(=O)[nH]c(=O)c2c1nc(SCCN1CCOCC1)n2CCCc1ccccc1	-0.6	-1	2	2	-4	0.1	5	5%	-19
O=C(CN(C(=O)CCC(=O)Nc1nccs1)c1cccc(F)c1)NCC1CCCO1 (centres undefined)	-2.1	0	-6	3	6	0.6	-11	5%	-21
COc1cccc(-n2nnnc2SCC(=O)NCc2ccc3c(c2)OCO3)c1	-2.6	-4	8	9	4	-0.6	-4	3%	23
Cn1c(=O)c(=O)n(C)c2cc(S(=O)(=O)NCCc3ccccc3)ccc21	-2.1	-8	-4	-6	25	0.3	-23	1%	-3
COc1cccc(-n2nnnc2SCC(=O)c2ccc(NC(C)=O)cc2)c1	2.6	3	12	5	4	-0.8	-4	1%	-11
O=C1CCCN1CCCNc1ncnc2c1cnn2-c1ccc(Cl)cc1	-3.6	-14	69*	-13	19	0.6	-10	3%	9
CN(C)CC(C(=O)c1ccccc1)c1ccccc1 (centres undefined)	-4.8	0	-43	74*	-68	-0.1	76*	4%	19
COC(=O)C1CCN(C(=O)C(C)Oc2ccc(Cl)cc2Cl)CC1 (centres undefined)	90*	8	0	3	4	-2.2	24	4%	1
c1ccc(NCc2nnc3n2CCCCC3)cc1	-4.3	-8	-11	-6	14	-0.4	-6	10%	-15
COC(=O)C(Cc1ccccc1)NC(=O)CSc1nc(C)cc(=O)[nH]1 (centres undefined)	-1.7	-2	16	8	-10	0.2	-5	7%	-5
O=c1cnn(-c2ccccc2)c(-c2ccccc2)c1	0.8	-2	9	8	8	-0.2	-5	13%	5
CCOC(=O)NC1C=CS(=O)(=O)C1 (centres undefined)	0.6	1	2	-8	10	-0.2	2	8%	-13
CS(=O)(=O)N1CCC(C(=O)NCCC2=CCCCC2)CC1	0.6	-4	-11	6	4	-0.8	4	3%	-12
COC(=O)c1cn(CC(=O)NC2CCCCC2)c2ccccc12	-0.4	-2	20	0	10	-0.7	-6	7%	-13
Cc1cc(NC(=O)Cn2nc(C(F)(F)F)c3c2CCC3)no1	-0.5	3	-20	-5	-10	0.7	4	6%	-3
O=C(C1CC(c2ccc(F)cc2)=NO1)N1CCc2ccccc2C1 (centres undefined)	-0.2	2	0	-2	3	0.8	-4	2%	4
CCOC(=O)c1ccccc1NC(=O)Cn1cnc2c(cnn2-c2ccc(F)cc2)c1=O	-1.9	-2	-20	4	12	-1.1	-6	9%	-2
CCCC(=O)Nc1cc(C)c(NC(=O)c2ccncc2)cn1	-2.0	-3	-7	-2	-2	-1.4	-14	6%	-14
COc1ccc(Cl)cc1Nc1nc(N2CCCC2)nc(N2CCCC2)n1	-2.7	8	-32	-4	-33	-0.3	4	8%	8
Clc1ccc(-n2ncc3c(N4CCCCCC4)ncnc32)cc1	2.7	-3	-68	1	-76	0.7	-3	7%	11
COc1ccc(OC)c(NC(=O)Cn2c(=O)oc3ccccc32)c1	-1.6	0	8	6	-4	-0.5	4	4%	-16
